# High-throughput results as filed in PubChem.
# Vc quorum ag: quorum light induction in luxS cqsA deficient V. cholerae; V. cholerae BH1578 lux reporter, luminescence, 6 h; activation, % at 18.7 µM; 350,000 tested, 0.16% active; in the data active means activation mostly above about 9.7%, no sharp cut-off; further: not every result past the cut was called active; inactives centre near 0; reference of the scale not given here
# VHR inh abs: blocks human VHR1 dual specificity phosphatase. P51452. recombinant VHR phosphatase, pNPP absorbance. inhibition, % at 13.3 µM. 290,000 tested, 0.52% active; in the data active means inhibition above about 50%; further: some compounds called inactive have numbers as strong as hits
# PfHsp40 rescue: compounds rescuing yeast from Plasmodium falciparum HSP40 toxicity. S. cerevisiae expressing PfHsp40, growth rescue, ATP luminescence. growth rescue, % at 12.5 µM. 340,000 tested, 0.68% active. AID 504582; in the data active means growth rescue above about 28%, passing the limit was not always enough;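 further: yeast W303a lacking pdr1 and pdr3 grown in galactose medium; growth measured after three days at 30 °C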
# Anthrax LF inh2: anthrax lethal factor protease inhibition; inhibition, % at 10 µM; multiplex microsphere protease cleavage assay, LF; 360,000 tested, 0.12% active; P15917; in the data active means inhibition above about 30%; further: plate controls were buffer without enzyme for full effect and enzyme alone for no effect
# Target sequence (P15917 whole entry, looked up): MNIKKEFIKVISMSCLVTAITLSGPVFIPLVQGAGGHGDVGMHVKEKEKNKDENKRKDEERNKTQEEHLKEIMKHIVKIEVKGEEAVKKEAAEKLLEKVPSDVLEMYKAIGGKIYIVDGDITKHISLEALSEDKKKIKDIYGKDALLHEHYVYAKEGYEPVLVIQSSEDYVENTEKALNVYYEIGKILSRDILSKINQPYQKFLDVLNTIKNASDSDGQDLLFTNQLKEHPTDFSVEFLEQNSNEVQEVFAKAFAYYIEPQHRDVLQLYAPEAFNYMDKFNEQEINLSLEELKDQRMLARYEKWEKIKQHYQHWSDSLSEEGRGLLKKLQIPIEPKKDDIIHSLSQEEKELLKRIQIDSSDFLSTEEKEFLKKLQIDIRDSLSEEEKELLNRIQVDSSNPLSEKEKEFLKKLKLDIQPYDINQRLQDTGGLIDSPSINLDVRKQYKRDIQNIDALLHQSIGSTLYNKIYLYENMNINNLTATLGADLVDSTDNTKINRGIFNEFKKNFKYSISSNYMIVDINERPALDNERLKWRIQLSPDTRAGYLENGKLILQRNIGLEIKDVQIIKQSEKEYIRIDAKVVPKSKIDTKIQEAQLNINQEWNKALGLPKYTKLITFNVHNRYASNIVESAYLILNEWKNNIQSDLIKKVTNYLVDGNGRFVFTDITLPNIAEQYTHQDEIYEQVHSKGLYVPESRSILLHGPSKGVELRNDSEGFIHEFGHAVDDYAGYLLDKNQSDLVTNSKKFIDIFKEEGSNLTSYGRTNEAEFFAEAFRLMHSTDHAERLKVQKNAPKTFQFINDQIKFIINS
# Y pestis TopoI: Y. pestis Topo-I inhibition via cleavage products; activity, % at 10 µM; AID 504884; 360,000 tested, 0.064% active; Y. pestis Topo-I cleavage product accumulation, plate reader; in the data active means activity above about 50%, passing the limit was not always enough; further: inactives centre near 2
# TcdB GH inh: blocks C. difficile toxin B glycohydrolase activity | TcdB glycohydrolase enzymatic assay, plate reader | inhibition, % at 9.99 µM | 350,000 tested, 0.24% active; in the data active means inhibition above about 10%
# PriA SSB inh: K. pneumoniae PriA-SSBct interaction inhibition; AlphaScreen SSBct-PriA binding, biotinylated peptide; inhibition, % at 33 µM; 430,000 tested, 0.6% active; AID 1272365; in the data active means inhibition mostly above about 37%, no sharp cut-off; inactive means mostly below about 20%;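 further: plate controls were negative control peptide for no effect and reference peptide for full effect; strong numbers were not always called active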
# MazEF act: MazEF (E. coli) toxin RNase activation; FAM/BHQ RNA-DNA oligo cleavage fluorescence, 5 h; activation, % at 20 µM; 350,000 tested, 0.32% active; AID 504720; in the data active means activation above about 50%
# Target sequence (P0AE70 whole entry, looked up): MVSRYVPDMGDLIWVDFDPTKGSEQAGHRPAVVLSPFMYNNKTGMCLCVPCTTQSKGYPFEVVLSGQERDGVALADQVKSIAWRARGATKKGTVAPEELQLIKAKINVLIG
# Rv3671c inh: Rv3671c (M. tuberculosis) protease inhibition; P9WHR9; inhibition, % at 5.96 µM; 320,000 tested, 0.048% active; in the data active means inhibition above about 38%;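 further: extracellular domain of Rv3671c used as enzyme; 0% = enzyme with DMSO and 100% = no enzyme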
# 3CLpro inhibitor: SARS-CoV 3CLpro protease inhibition | 290,000 tested, 0.14% active | inhibition, % at 6 µM | recombinant SARS-CoV 3CLpro, quenched FRET peptide cleavage | P0C6X7 | AID 1706; in the data active means inhibition above about 12%
# Active calls of the source: *; i = inactive; · = not tested or not shown. These rows are one share of the data; rates above refer to the full screens.
SMILES,Vc quorum ag,VHR inh abs,PfHsp40 rescue,Anthrax LF inh2,Y pestis TopoI,TcdB GH inh,PriA SSB inh,MazEF act,Rv3671c inh,3CLpro inhibitor
CCc1nn2c(=O)c(S(=O)(=O)Nc3ccc(C(C)C)cc3)c(C)nc2s1,-0.2,17,-0.1,1,8,0.9,-9,9,-5,0
CC(C)CN(C(=O)COC(=O)COc1ccc2c(c1)CCC2)c1c(N)n(Cc2ccccc2)c(=O)[nH]c1=O,2.9,·,0.7,-4,8,1.7,1,2,-2,·
COc1ccc(/C=N/NC(=O)c2nc(-c3ccccc3)n(-c3ccccc3)n2)cc1OC,-0.5,-13,-0.6,2,28,-1.5,·,6,-1,-1
CCn1c(SCC(=O)Nc2nonc2C)nnc1-c1ccco1,i,3,-1.1,6,-2,·,-2,8,5,-4
C=CCNC(=S)N1CCN(c2ncc(C(F)(F)F)cc2Cl)CC1,-0.6,13,2.4,9,-2,2.2,-19,-1,-4,-3
CC(C)(CO)CNC(=O)CCc1nnc(Cc2ccc(-c3ccccc3)cc2)o1,i,36,0.5,0,1,1.3,3,13,7,-2
CCOc1ccccc1OCCCC(=O)N1CCN(S(=O)(=O)c2ccc(C)cc2C)CC1,2.7,·,1.4,0,24,1.2,3,5,-3,·
Cc1ccc(NC(=O)c2ccc3c(c2)NC(=O)CS3)nc1,i,·,0.0,-2,4,5.8,8,-6,-1,·
Cc1cccc(/C=C/c2nc3ccccc3c(=O)n2Cc2ccccc2)c1,-0.4,-17,0.0,0,20,0.9,-23,-17,-20,3
Cc1cc(C(=O)NCCN2CCCCC2C)n(-c2ccccc2)n1 (centres undefined),-0.2,11,-0.9,7,-4,0.3,-9,-3,-7,-2
COc1cccc(-c2cc(C(F)(F)F)nc(-n3cccn3)n2)c1,i,0,-0.7,2,2,·,-21,8,-1,-3
NC1=C([N+](=O)[O-])C(c2ccc(F)cc2)C2=C(CCCC2=O)O1 (centres undefined),i,-8,-1.0,0,-5,0.5,-7,2,2,5
COc1ccc(-c2cc(C(=O)Nc3cccnc3)no2)cc1OC,-0.4,10,0.6,4,2,1.1,-3,-5,-2,6
Clc1ccccc1Cn1nnc2c(N3CCCC3)ncnc21,-0.2,0,0.0,-2,-8,·,-4,0,4,-1
COc1ccc([N+](=O)[O-])cc1-c1nc2ccccc2nc1-c1ccccc1,0.5,-16,-0.1,10,9,0.4,8,1,-9,-4
Clc1ccc(-n2nnnc2CN2CCCCC2)cc1Cl,·,-9,1.2,-6,17,·,-27,-4,-2,-1
COc1ccc(NC(=O)CN2CCCCCC2)cc1OC,-4.5,11,-0.4,1,-10,0.9,-3,3,-6,1
COC(=O)CCc1nc2ccccc2[nH]c1=O,·,-2,-0.7,-11,1,·,-3,-3,5,0
O=C(CSc1nc(O)cc(=O)[nH]1)Nc1ccc2c(c1)CCC2,-0.3,10,-0.7,-17,-3,·,-4,6,-9,-2
Cc1ccc(S(=O)(=O)CC(=O)Nc2nccs2)cc1,-1.4,·,-1.2,2,-2,2.6,1,5,-3,·
CC#CCN1c2ccccc2[C@]23C[C@@H](C(=O)OC)N(C(=O)c4cc(C)oc4C)C2=NC(C(=O)OC)=C(C(=O)OC)[C@H]13,i,-16,0.2,-7,18,2.0,5,-3,0,·
Cc1ccc(-n2c(Cl)c(Cl)[nH]c(=O)c2=O)cc1,-0.2,13,-0.2,-3,-4,·,-4,-10,0,1
N#CCc1nnc2n1-c1ccccc1CCC2,i,3,-1.6,-6,-3,·,1,9,2,-2
O=C(Nc1ccc(C(=O)O)cc1)/C(=C\C=C\c1ccccc1)NC(=O)c1ccccc1Cl,i,5,0.4,-3,8,0.5,0,-1,-12,-5
CC(=O)c1cccc(NC(=O)C2CCN(C(=O)c3ccccc3Cl)CC2)c1,-0.2,18,0.5,0,5,0.3,-7,-13,4,1
COc1ccccc1N1CCN(C(=O)CSc2nnc3c4ccccc4n(CC(=O)O)c3n2)CC1,-0.8,21,-0.2,-4,-2,-0.3,-10,1,-7,3
CN(Cc1cnn(C)c1)S(=O)(=O)c1cccc([N+](=O)[O-])c1,-0.9,26,-1.2,-7,5,1.4,-5,13,3,3
c1ccc(Nc2nnc(-c3cccnc3)s2)cc1,-0.5,34,0.6,1,1,0.1,-8,3,-1,3
N#CC1=C(N)OC2=C(C(=O)CCC2)C12C(=O)N1CCCc3cccc2c31 (centres undefined),-1.0,-25,0.1,1,-3,·,-10,6,7,-4
O=C(Cn1nnc2ccccc2c1=O)NCCc1ccccc1,-0.3,6,2.1,1,-1,-2.0,-18,-5,0,5
COCCNC(=S)N(CCc1c(C)[nH]c2ccc(Cl)cc12)Cc1cccnc1,i,·,-1.3,-7,23,2.6,13,11,8,1
O=C(NNC(=O)c1ccc([N+](=O)[O-])cc1)NC1CCCCC1,-0.4,9,-0.4,-4,-1,2.1,-13,6,-4,1
Cc1ccccc1NS(=O)(=O)c1ccc(C(=O)NCc2ccccc2CN2CCCC2)cc1,-4.5,·,·,-2,2,1.2,·,-5,·,·
CN(C)S(=O)(=O)c1ccc(C(=O)Nc2nc3ccccc3[nH]2)cc1,-0.2,9,-0.9,-9,2,1.0,-5,8,-1,3
Nc1cc2c(cc1C(=O)c1ccccc1)OCCO2,i,31,1.0,-1,4,·,4,2,1,3
COc1ccc(-c2cc(C(=O)NCCCN3CCCC3=O)c3ccccc3n2)cc1,i,·,-0.2,1,-10,0.2,-3,0,9,·
CCC(C(=O)OC(C)C)c1ccc2ccccc2c1 (centres undefined),-0.7,·,0.5,-1,-7,-1.5,-1,5,2,·
CCCCC(=O)N(C)c1c(C)nc2ccc(C(=O)N3CCN(S(=O)(=O)CC)CC3)cn12,-0.3,·,·,0,-2,0.7,·,·,·,·
CCCN(CC(=O)Nc1cc(Cl)ccc1Cl)C(=O)c1ccc2n[nH]nc2c1,3.1,·,-0.4,3,0,1.9,-4,6,-8,·
COCCCN(C(=S)Nc1c(C)cc(C)cc1C)C(C)c1ccncc1 (centres undefined),-2.2,-5,-1.4,-3,10,·,-8,3,-3,4
CC(=O)Oc1ccc2c(=O)c(N3C(=O)c4ccccc4C3=O)c(C)oc2c1C,0.0,1,0.3,1,9,0.5,14,2,7,-1
CCCn1c(Nc2cccc(OC)c2)nc2ccccc21,-0.8,12,-1.2,2,-1,0.1,8,3,5,-2
COc1cc(/C=C/C(=O)OCC(=O)NCc2ccco2)ccc1O,-4.2,·,-0.3,-3,11,15*,-2,2,-8,·
CCN(Cc1ccncc1)C(=O)CCc1nnc(CCc2ccccc2OC)o1,-0.2,1,1.3,-2,0,0.2,-19,5,-6,3
O=[N+]([O-])c1ccc(/C=N/Nc2nc(NCc3ccccc3)nc(N3CCOCC3)n2)cc1,-0.3,11,-0.9,-3,-17,-0.5,·,10,2,-1
O=C(NC(=S)Nc1ccccn1)c1cncc(Br)c1,i,-8,1.5,-1,-11,2.0,-1,2,-10,-1
COc1ccc2cc3cc(C(=O)N4CC(C)CC(C)C4)oc3nc2c1 (centres undefined),-0.2,11,-0.3,2,29,·,-27,1,-12,2
CCc1cc(=O)oc2cc(OC(C)C(=O)N3CC[C@@]4(O)CCCC[C@H]4C3)ccc12 (some centres undefined),-0.5,·,·,1,4,0.9,·,·,·,·
CN(Cc1cccnc1)Cc1cn[nH]c1-c1ccc(-c2ccccc2)cc1,i,-13,-0.1,-6,-2,1.9,6,9,8,3
CCOC(=O)Cn1c(=O)n(Cc2ccccc2)c(=O)c2cccnc21,0.6,20,0.0,-3,5,-0.3,-2,8,1,5
COC(=O)c1sc2nc(C)nc(SCC(=O)C(C)(C)C)c2c1C,-0.3,14,-1.1,2,-9,1.5,-17,19,-9,2
O=C(COC(=O)/C=C/c1cccs1)Nc1ccc2ccccc2c1,-0.1,-1,-0.2,-1,-3,·,-3,-10,2,0
Cc1nc(NC(=O)c2ccc(F)cc2)sc1C(=O)Nc1ccc2c(c1)CCC2,0.9,6,-1.3,-8,1,·,-8,-8,-3,6
N#C/C(=C\c1ccncc1)c1ccccn1,0.6,2,8.9,8,2,0.9,-8,8,9,0
CCOC(=O)c1cc2c(=O)n3ccccc3nc2n(Cc2ccco2)c1=NC(=O)c1cccnc1,i,19,-0.6,-12,24,·,-2,13,-1,-3
CCc1ccc(OCC(=O)N2CCc3ccccc32)cc1,-0.3,17,0.1,0,31,-0.4,-44,4,-6,1
COC(=O)c1ccc(OC(=O)N2CCOCC2)cc1,-1.5,0,-1.2,-16,6,0.0,0,1,-3,2
Cc1ccc(/C=c2/sc3nnc(-c4ccccc4Cl)n3c2=O)o1,i,6,0.0,-3,4,·,·,6,-9,3
COc1ccccc1OCC(=O)OCC(=O)Nc1sccc1C(N)=O,-0.3,-7,-1.5,0,1,0.1,-7,-7,0,2
Cc1cc(/C([O-])=C(/C(=S)Nc2ccc(F)cc2)[n+]2ccccc2)c(C)n1-c1ccc(F)cc1,-0.1,12,0.4,1,-2,·,·,8,-4,0
# Carrying on:
SMILES,Vc quorum ag,VHR inh abs,PfHsp40 rescue,Anthrax LF inh2,Y pestis TopoI,TcdB GH inh,PriA SSB inh,MazEF act,Rv3671c inh,3CLpro inhibitor
Cc1ccnc(NS(=O)(=O)Cc2ccccc2)c1,i,11,0.3,-4,1,·,-3,-3,-3,-2
CN(C)c1ccnc2sc3c(=O)n(Cc4ccccc4)cnc3c12,-2.7,22,0.2,-4,4,·,0,8,-1,-6
Cc1c(C(=O)Nc2cc(F)ccc2F)sc2nc3n(c(=O)c12)CCCCC3,0.6,2,-0.5,0,2,1.0,-2,3,5,2
Cc1cccc(C)c1NC(=O)C(NC(=O)c1ccccn1)c1ccccc1[N+](=O)[O-] (centres undefined),i,4,2.1,2,-4,0.4,12,-4,-9,9
O=C(c1ccc2c(c1)OCO2)N1CCN(c2ncccn2)CC1,i,-4,-1.9,0,1,-0.5,-11,2,-6,-1
Cn1cccc1CC(=O)N/N=C/c1ccc(Cl)c([N+](=O)[O-])c1,-0.4,5,-1.1,·,-4,0.5,i,-2,7,1
Cc1ccc(-c2csc(NC(=O)CN3CCC(C(N)=O)CC3)n2)cc1,i,-8,0.3,19,7,0.4,-7,7,-1,3
COCCNC(=S)Nc1ccc([N+](=O)[O-])cc1C,i,-11,1.0,3,0,3.5,0,12,5,1
COc1cccc(COC(=O)C2CC(=O)N(Cc3ccccc3)C2)c1OC (centres undefined),i,·,·,-9,4,-0.9,·,-4,·,·
Cc1cnc(C(=O)N2CCCC(N3CCN(c4ccccc4F)CC3)C2)cn1 (centres undefined),-0.1,13,0.0,-2,0,0.9,-12,6,·,3
CC1CN(CC(=O)c2c(N)n(Cc3ccccc3)c(=O)n(C)c2=O)CC(C)O1 (centres undefined),2.8,-6,-0.2,-2,-3,·,-4,-3,1,2

# Looked up one by one from above (six):
SMILES,Vc quorum ag,VHR inh abs,PfHsp40 rescue,Anthrax LF inh2,Y pestis TopoI,TcdB GH inh,PriA SSB inh,MazEF act,Rv3671c inh,3CLpro inhibitor
Cc1ccnc(NS(=O)(=O)Cc2ccccc2)c1,i,11,0.3,-4,1,·,-3,-3,-3,-2
CN(C)c1ccnc2sc3c(=O)n(Cc4ccccc4)cnc3c12,-2.7,22,0.2,-4,4,·,0,8,-1,-6
COCCNC(=S)Nc1ccc([N+](=O)[O-])cc1C,i,-11,1.0,3,0,3.5,0,12,5,1
Cn1cccc1CC(=O)N/N=C/c1ccc(Cl)c([N+](=O)[O-])c1,-0.4,5,-1.1,·,-4,0.5,i,-2,7,1
Cc1cccc(C)c1NC(=O)C(NC(=O)c1ccccn1)c1ccccc1[N+](=O)[O-] (centres undefined),i,4,2.1,2,-4,0.4,12,-4,-9,9
COc1cccc(COC(=O)C2CC(=O)N(Cc3ccccc3)C2)c1OC (centres undefined),i,·,·,-9,4,-0.9,·,-4,·,·
